DAX1 inh-1: DAX1 (NR0B1) inhibitors on StAR promoter, primary screen, cell-based, luminescence, SF-1 (NR5A1), full-length DAX-1 | 1.1% of 370,000 active | inhibition, % at 6.8 µM | AID 652010, 2013 | HEK293T StAR-luciferase reporter, SF-1/DAX-1 repression relief;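 active = inhibition above the mean over all tested compounds plus 3 SD, cut at about 3.6% in these data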;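 also: 0% = DAX-1 cells with DMSO and 100% = cells lacking DAX-1 with DMSO; higher inhibition means more luminescence from relief of DAX-1 repression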
SMARCA2 activ: SMARCA2 (BRM) function activators, primary screen, cell-based, luminescence, high throughput; activation, % at 9.1 µM; 1% of 370,000 active; AID 652017, 2013; MG213 cells, MMTV-luciferase reporter, dexamethasone, overnight; in the data active = activation above about 7.8%;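 also: 0% = vehicle wells and 100% = reference activator wells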
ADAM17 inh: ADAM17 inhibitors, primary screen, biochemical, QFRET. recombinant ADAM17, EDANS/DABCYL FRET peptide cleavage. inhibition, % at 6.95 µM. 0.83% of 370,000 active;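 active = inhibition above the mean of compounds lying between control limits plus 3 SD, set per campaign, cut at about 8.5% in these data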;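 also: 0% = DMSO-only wells as the low control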
ADAM10 inh: human ADAM10 inhibitors, primary screen, biochemical, QFRET, HTS | inhibition, % at 7 µM | recombinant ADAM10, EDANS/DABCYL FRET peptide cleavage, 3 h | 0.62% of 370,000 active | Disintegrin and metalloproteinase domain-containing protein 10 (Homo sapiens), O14672;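 active = inhibition above a per-campaign cutoff equal to the mean of compounds falling between control-based bounds plus 3 SD, cut at about 20% in these data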;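 also: 0% = DMSO wells while the 100% control is not disclosed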
Target sequence (O14672 214-748 limits assumed): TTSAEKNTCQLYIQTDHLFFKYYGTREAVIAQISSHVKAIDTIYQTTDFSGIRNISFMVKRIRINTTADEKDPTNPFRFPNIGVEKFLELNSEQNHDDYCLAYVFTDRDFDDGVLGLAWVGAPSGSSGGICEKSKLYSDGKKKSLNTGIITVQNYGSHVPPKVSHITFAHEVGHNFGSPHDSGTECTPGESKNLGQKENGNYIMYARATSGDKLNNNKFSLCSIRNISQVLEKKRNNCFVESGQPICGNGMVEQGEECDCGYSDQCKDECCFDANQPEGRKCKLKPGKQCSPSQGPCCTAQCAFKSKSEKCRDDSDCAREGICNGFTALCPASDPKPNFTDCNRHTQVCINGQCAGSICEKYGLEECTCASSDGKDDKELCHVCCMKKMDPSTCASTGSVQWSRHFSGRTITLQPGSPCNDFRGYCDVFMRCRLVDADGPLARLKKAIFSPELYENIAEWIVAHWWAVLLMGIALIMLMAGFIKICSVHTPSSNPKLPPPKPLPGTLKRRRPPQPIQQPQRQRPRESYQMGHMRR
DAX1 inh-2: DAX1 (NR0B1) inhibitors, primary screen, cell-based, HEK293, Gal4-DAX1, luciferase luminescence. Nuclear receptor subfamily 0 group B member 1 (Homo sapiens), P51843. HEK293 Gal4-DAX1 luciferase reporter. inhibition, % at 6.75 µM. 0.99% of 340,000 active. AID 504766, 2011;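 active = inhibition above the mean over all tested compounds plus 3 SD, cut at about 4.2% in these data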;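 also: 0% = DAX1-transfected cells with DMSO and 100% = empty-vector control cells with DMSO; inhibition shows as a rise in luminescence from relieved DAX1 repression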
Target sequence (P51843 207-470 limits assumed): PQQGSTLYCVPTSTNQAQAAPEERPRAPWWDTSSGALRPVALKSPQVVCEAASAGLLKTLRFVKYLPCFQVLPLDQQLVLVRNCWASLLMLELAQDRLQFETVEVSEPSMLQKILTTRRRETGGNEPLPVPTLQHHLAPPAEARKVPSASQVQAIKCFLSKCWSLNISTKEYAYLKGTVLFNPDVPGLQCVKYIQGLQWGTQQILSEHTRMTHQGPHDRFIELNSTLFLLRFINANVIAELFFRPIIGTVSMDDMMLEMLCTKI
PG9 binder: binders of HIV-1 gp120 antibody PG9, primary screen, biochemical, TR-FRET | 0.43% of 360,000 active | TR-FRET gp120-PG9 antibody binding | AID 624416, 2012 | HIV-1 gp120 / PG9 antibody interaction | inhibition, % at 6.7 µM; in the data active = inhibition above about 8.5%
hgDAF12 agonist: H. glycines DAF-12 receptor agonists, primary screen, cell-based, luminescence, HEK293, GAL4 fusion, UAS-luciferase. Nuclear hormone receptor DAF-12 (Heterodera glycines), GAL4 fusion. HEK293 GAL4-hgDAF12 UAS-luciferase reporter, agonist luminescence; normalized to butyrate control. activation, % at 6.8 µM. 1.8% of 370,000 active. AID 687014, 2013;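 active = activation above a cutoff set at the mean of all screened compounds plus 3 SD, cut at about 10% in these data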;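 also: 0% = DMSO wells and 100% = sodium butyrate wells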
GC-A act: GC-A stimulated cGMP production enhancers – HEK293 GC-A cells, cGMP TR-FRET, EC30 ANP, primary screen; Atrial natriuretic peptide receptor 1 (Homo sapiens), P16066; 0% at EC30 ANP, 100% saturating ANP; activation, % at 10 µM; 0.14% of 370,000 active; AID 1671463, 2021; in the data active = activation above about 40%
ssDAF12 agonist: S. stercoralis DAF-12 nuclear receptor activators, primary screen, cell-based, luminescence, HEK293, GRIP1 co-expression, lit1-tk-luc; AID 652126, 2013; activation, % at 6.8 µM; 1% of 370,000 active; HEK293 ssDAF-12/GRIP1 lit1-tk-luc reporter; % of 3 µM dafachronic acid response; Nuclear hormone receptor DAF-12 (Strongyloides stercoralis);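 active = activation above the mean over all tested compounds plus 3 SD, cut at about 0.9% in these data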;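 also: 0% = DMSO-only wells and 100% = 3 µM delta7-dafachronic acid wells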
FXN GAA850 act: FXN promoter activators, primary screen, cell-based, luciferase luminescence, HEK293 lucGAA850. AID 540364, 2011. HEK293 lucGAA850 FXN promoter luciferase reporter, 24 h; percent of 10 µM SAHA response. activation, % at 6 µM. 0.56% of 360,000 active;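 active = activation above the average of all compounds screened plus 3 SD, cutoff fixed separately per campaign, cut at about 7.5% in these data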;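 also: 0% = DMSO wells and 100% = 10 µM SAHA wells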
hcDAF-12 act: H. contortus DAF-12 nuclear receptor activators, primary screen, cell-based, luminescence, HEK293, lit1-tk-luc reporter | HEK293 hcDAF-12 lit1-tk-luc reporter; 0% DMSO, 100% Δ7-dafachronic acid | activation, % at 6.8 µM | 1.4% of 370,000 active;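 active = activation above the mean of all tested compounds plus 3 SD, cut at about 5.5% in these data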;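 also: 100% = response to 3 µM Δ7-dafachronic acid high control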
* = called active by the depositor; i = inactive; nt = no result given.

Values in the order: DAX1 inh-1	SMARCA2 activ	ADAM17 inh	ADAM10 inh	DAX1 inh-2	PG9 binder	hgDAF12 agonist	GC-A act	ssDAF12 agonist	FXN GAA850 act	hcDAF-12 act
1. COc1ccc(S(=O)(=O)N(C)C)cc1NC(=O)CCNC(=O)c1ccccc1OC
  0.7	-1.9	-0.9	-6.2	0.4	-1.6	0.8	1.6	-1.4	1.4	-0.1
2. COc1ccc(CC(=O)Nc2cccc(-c3nnc(-c4ccco4)o3)c2)cc1
  0.2	-1.9	-4.9	-7.8	-2.7	-1.6	0.5	6.4	-1.5	-1.0	0.2
3. COC(=O)c1ccccc1NC(=O)NC1CCCC1
  -0.4	-0.4	-23.5	-69.5	1.2	-2.0	3.7	-2.1	-0.8	1.8	-2.1
4. COc1ccc(OCC(=O)c2c[nH]c3ccccc23)cc1
  3.0	4.5	1.2	-2.2	-1.6	-0.8	5.6	3.9	0.0	0.4	3.9
5. Cc1ccc(S(=O)(=O)N2C[C@H]3C(=O)C[C@@H](c4ccccc4)N(S(=O)(=O)c4ccc(C)cc4)[C@H]3C[C@H]2c2cccc(C)c2)cc1
  -0.5	6.3	5.2	1.2	nt	-2.2	1.4	-0.7	-0.8	nt	-0.2
6. Cc1[nH]c2ccc(C(=O)NCCCN3CCCCC3)cc2c1C
  1.6	-1.2	1.3	2.1	0.2	-1.5	-0.2	-6.2	-0.9	-1.4	-0.3
7. CCOc1ccc(OCC(=O)OCc2cc(=O)n3cc(Br)ccc3n2)cc1
  -0.9	-0.6	-2.8	-18.4	-0.4	0.5	1.0	0.0	-1.2	1.2	0.8
8. COc1nc(N2CCCC2)nc(-n2nnc(C(C)=O)c2C)n1
  -0.2	-3.5	-0.6	-9.0	-1.5	1.4	-0.5	2.0	-0.8	0.5	-0.3
9. COc1ccc(C(=O)N2CCOC2CNC(=O)C(=O)NCc2ccccn2)cc1 (stereo not given)
  -0.3	-2.4	-2.9	-9.9	3.3	-0.3	1.9	-0.5	-1.4	1.6	-0.7
10. OC1CCN(c2c3c(nc4cc(-c5cccc(F)c5)nn24)CCCC3)CC1
  -0.1	2.5	-10.1	-65.0	-0.1	0.8	2.4	9.7	-1.5	4.3	-3.3
11. CO[C@@H]1[C@@H](OC(N)=O)[C@@H](O)C(Oc2ccc3c(O)c(NC(=O)c4ccc(O)c(CC=C(C)C)c4)c(=O)oc3c2C)OC1(C)C (stereo not given in full)
  -0.1	0.6	-4.7	-3.8	-0.3	-0.8	4.5	4.5	-1.1	0.0	-1.0
12. Cc1cc2nc(-c3ccc(F)cc3)c(Cc3ccsc3)n2c(C)c1Br
  -0.1	-0.1	-8.3	-21.4	nt	-1.6	4.6	-3.7	-0.1	nt	1.6
13. CCn1c(=O)cc(SCC(=O)Nc2cccnc2)c2ccccc21
  -0.6	2.5	-7.7	-11.5	-0.9	-5.3	-3.2	-0.4	-1.3	-0.1	-1.8
14. CCOC(=O)N1CCN(c2cc(N3CCN(CC)CC3)c(F)cc2[N+](=O)[O-])CC1C (stereo not given)
  -1.2	-0.8	-0.8	-4.5	-0.5	-2.2	-2.2	6.1	-2.0	-3.8	-1.7
15. Cc1cccc(-n2ncc3c2CCCC3NC(=O)Cc2c(C)noc2C)c1C (stereo not given)
  -7.3	-2.9	-6.5	1.0	-2.0	-2.5	-1.7	0.5	-1.8	-3.3	-3.9
16. O=[N+]([O-])c1cccc(C=Nc2cc3c(cc2Br)OCCO3)c1
  0.2	3.1	1.6	2.9	-0.2	-3.9	1.6	-2.2	-1.3	2.1	-0.4
17. CCN(c1cc(C)cc(C)c1)S(=O)(=O)c1nnc(NC(=O)C(C)(C)C)s1
  -0.3	0.2	-0.3	3.2	-0.8	-2.9	-1.4	0.6	-1.6	1.1	-1.8
18. COc1ccccc1Nc1nc(-c2ccc([N+](=O)[O-])cc2)nc2ccccc12
  0.1	-1.3	-5.6	-2.4	2.3	-1.0	2.1	1.9	-0.5	-0.6	2.1
19. Cc1nn(-c2ccccc2)c2c1C(=O)NC(=O)C(C)(C)C2
  2.5	3.2	-3.7	3.9	0.3	-1.4	-0.1	0.6	-1.1	1.7	-0.4
20. NC(=S)c1cc2ccc(O)cc2oc1=O
  0.7	-5.6	i	i	-0.8	6.4	-1.2	38.3	-1.4	0.2	0.0
21. Cc1ccc(-c2noc(Cn3cc(S(=O)(=O)N4CCCC4)ccc3=O)n2)cc1
  -1.9	7.1	-2.8	-0.5	0.5	-2.5	3.8	-0.1	-1.4	1.6	0.8
22. CCOC(=O)c1nn(-c2ccc(F)cc2)c(=O)cc1OCC(=O)Nc1ccc(OCC)cc1
  -3.7	0.9	0.6	4.7	0.2	-0.5	-0.4	-4.6	-0.1	-1.0	1.8
23. CCOC(=O)c1c(S(=O)(=O)N2CCCC2)c(C)n(C)c1C
  0.1	-4.5	-1.3	-1.3	0.6	-2.2	-0.6	3.6	-1.0	-1.1	0.4
24. CC(=O)N1CCN(c2ccc(NC(=O)c3cccc(Cl)c3)cc2)CC1
  0.4	2.1	0.7	6.2	3.5	-4.3	6.2	2.0	-0.7	5.5	-0.8
25. CC(C)(C)c1ccc(C(CC(=O)O)NC(=O)CSc2ccccc2)cc1 (stereo not given)
  0.3	1.1	-0.3	2.0	nt	-0.7	0.5	3.4	-0.4	0.0	-1.0
26. O=C(COC(=O)c1nsc(Cl)c1Cl)NC1CCCC1
  -0.1	-0.9	-3.7	-6.3	0.8	3.5	-0.9	5.5	-0.6	-0.8	-2.8
27. C#CCOc1c(Cl)cc(C2C3=C(CCCC3=O)N(CC(=O)O)C3=C2C(=O)CCC3)cc1OC
  -0.3	4.6	i	i	-1.0	-2.1	-2.7	2.9	-1.8	-1.5	-3.4
28. O=C(c1cccc(OC(F)F)c1)N1CCN(c2ncccn2)CC1
  0.7	0.8	-1.3	-8.2	-0.3	0.7	1.9	-7.7	-1.4	2.5	-0.9
29. CCOC(=O)C(C)(C)N(Cc1ccccc1C)S(=O)(=O)c1ccc(Cl)c([N+](=O)[O-])c1
  0.5	-1.7	2.3	7.0	-0.9	-2.6	0.2	-20.1	-0.9	0.6	1.5
30. CCN(CC(=O)NCc1cccs1)C(=O)c1ccc(NS(=O)(=O)c2cccc([N+](=O)[O-])c2)cc1
  1.3	2.5	1.6	9.2	4.8*	-4.0	0.5	1.7	-0.7	0.0	0.6
31. CCN(CC(=O)Nc1c(F)cccc1F)C(=O)/C=C/c1ccc(S(=O)(=O)N2CCCCCC2)cc1
  -1.7	-3.5	0.8	5.2	-1.9	1.0	-1.9	-1.3	-1.5	0.0	-2.7
32. Cc1ccc(-n2nc3cc(C)c(NC(=O)c4cccnc4)cc3n2)cc1
  1.2	3.1	-0.9	-9.3	0.9	-0.4	3.3	39.3	-0.8	-2.0	1.0
33. CC(=O)c1cc(C#N)c(SCC(=O)OC(C)(C)C)nc1C
  -0.7	3.4	2.6	4.1	-0.1	-1.1	-0.4	1.4	-0.9	3.1	-1.7
34. O=C(COc1ccc(/C=N/NC(=O)c2ccccc2O)cc1)Nc1ccc([N+](=O)[O-])cc1
  -0.3	0.9	-4.2	-9.7	2.6	1.2	3.5	3.8	-1.5	0.2	0.5
35. Cc1cc(NC(=O)CSc2nnnn2-c2ccc(C)c(C)c2)no1
  -0.4	0.8	-4.3	-11.0	nt	1.1	0.3	-2.5	-0.9	1.5	-0.6
36. O=C(CCCCCNC(=O)N1CCn2c1nc1ccccc12)N[C@@H](C(=O)O)c1ccccc1
  -0.4	0.6	-2.1	-17.6	1.2	1.0	0.5	2.2	-0.3	0.7	-0.5
37. O=C(Cc1ccccc1)NCCC1=CCCCC1
  0.6	2.1	3.3	2.2	-0.9	-3.0	2.4	-3.2	-1.6	1.9	1.1
38. CC(C)(C)OC(=O)COc1cc(F)ccc1[N+](=O)[O-]
  -0.3	0.2	-3.8	7.3	0.2	-0.2	0.7	-1.9	-1.2	0.6	-0.8
39. COc1ccc(Nc2nc(-c3ccccc3)c3ccccc3n2)cc1
  0.3	-3.0	-2.2	-4.3	0.5	-0.6	0.0	1.0	-0.7	0.8	1.7
40. CC(C)C(C(=O)Nc1cccnc1)N1C(=O)c2ccccc2C1=O (stereo not given)
  0.0	2.5	2.6	-4.7	3.1	-0.6	-1.2	-1.8	-0.9	1.3	1.1
41. CC(=O)Nc1cccc(NC(=O)CSc2nc3c(=O)n(C)c(=O)n(C)c3n2C)c1
  -0.1	-3.0	1.9	-13.4	-0.7	1.5	-2.2	0.6	-1.0	0.8	-1.8
42. Cc1ccccc1NC(=O)CSc1nnc(NC(=O)C2CC2)s1
  -0.2	0.0	-2.3	-2.7	-0.3	-2.6	-0.3	2.4	-0.8	1.0	1.7
43. O=C(Cc1ccc(Cl)cc1)NCC(=O)N1CCC2(CC1)NCCc1[nH]cnc12
  -0.1	-3.6	4.2	-20.3	2.0	-0.3	-4.4	1.5	-0.1	-1.0	-1.9

Assay outcomes from PubChem.
